S1P4 agonist: agonists of human S1P4 receptor | S1P4-expressing cell line, agonist reporter assay | activation, % at 4.98 µM | hit rate 0.35% among 220,000; in the data active = activation above about 11%;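 also: 0% = DMSO vehicle and 100% = reference agonist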
Target sequence (O95977 whole entry, looked up): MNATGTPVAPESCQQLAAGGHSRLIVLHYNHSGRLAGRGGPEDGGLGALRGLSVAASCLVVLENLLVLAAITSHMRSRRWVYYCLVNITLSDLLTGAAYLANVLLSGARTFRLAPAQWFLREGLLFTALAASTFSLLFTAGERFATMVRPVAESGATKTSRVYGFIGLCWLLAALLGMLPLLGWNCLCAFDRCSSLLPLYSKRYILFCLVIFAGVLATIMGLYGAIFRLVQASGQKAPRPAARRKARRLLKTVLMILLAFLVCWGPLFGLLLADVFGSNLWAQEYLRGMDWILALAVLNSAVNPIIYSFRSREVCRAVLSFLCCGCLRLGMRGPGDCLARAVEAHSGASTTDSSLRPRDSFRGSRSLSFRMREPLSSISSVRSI
zfTRPN1 agonist: zebrafish TRPN1 (NompC) channel agonism; activation, % at 3 µM; HEK293 zebrafish TRPN1-YFP, Fluo-8 calcium fluorescence; 100% = response to 87 µM carbachol; hit rate 0.18% among 220,000;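 active = activation above its plate's cutoff, the mean activation of test wells on that plate plus 3 SD, cut at about 19% in these data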;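 also: 0% = DMSO alone and 100% = 87 µM carbachol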
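System: zebrafish TRPN1-YFP in HEK293 cells / Dosing: 3 µM single point / Timing: dye loading 1 h at 37 °C, then 30 min room temperature / Signal: Fluo-8 calcium fluorescence, excitation 470-495 nm, emission 515-575 nm / Read-out basis: percent activation from peak over basal fluorescence ratio, control-normalized / Control set: high carbachol 87 µM, low DMSO alone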
CHOP inhibitor: blocks CHOP induction under ER stress | CHO-K1 CHOP-promoter luciferase, tunicamycin-induced, 15-18 h | inhibition, % at 10 µM | hit rate 3.8% among 220,000 | AID 2732;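 active = compounds that reduced the stress-induced luciferase reporter signal by more than about 70% of percent inhibition, limit read from the data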;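 also: 0% = tunicamycin plus vehicle and 100% = wells without tunicamycin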
NPY Y1 blocker: blocks the human neuropeptide Y Y1 receptor. inhibition, % at 3.6 µM. hit rate 1% among 200,000. HEK293-CNG Y1 cells, membrane potential fluorescence; NPY at EC95, then isoproterenol. P25929;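 active = inhibition above the campaign mean inhibition of all tested compounds plus 3 SD, cut at about 20% in these data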;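 also: 0% = DMSO wells given NPY plus isoproterenol and 100% = isoproterenol alone without NPY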
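Material: HEK293 cells with Y1 receptor plus CNG channel; times: compound incubation 1 h at room temperature, readout 45 min post-stimulation; signal: fluorescence, membrane potential probe; read-out basis: fluorescence ratio normalized to % inhibition between controls; benchmarks: full-block control isoproterenol-only wells, zero-block control NPY plus isoproterenol wells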
TRPML3 agonist: human mucolipin-3 channel agonism. hit rate 0.29% among 220,000. activation, % at 3 µM. AID 1448. HEK293 TRPML3-YFP, Fluo-8 calcium fluorescence; 100% = the carbachol control signal;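 active = activation above its plate's cutoff, the mean activation of the plate's test wells plus 3 SD, cut at about 12% in these data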;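 also: 0% = DMSO only wells and 100% = carbachol wells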
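Test system – HEK293 line with stable expression of human TRPML3-YFP channel · Control set – carbachol 87 µM final as high control (100%), DMSO as low control (0%) · Signal – Fluo-8 calcium dye fluorescence, ex 470-495, em 515-575 nm · Incubation – 1-h 37 °C dye load, 5-s basal, 120-s post-compound reads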
NPY-Y1 PAM-ag: potentiates or activates human NPY-Y1 receptor; P25929; NPY-Y1 expressing cells, potentiator/agonist activation; activation, % at 3.6 µM; hit rate 0.37% among 220,000; AID 1304; in the data active = activation above about 33%, passing the limit was not always enough;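 also: cells stimulated with NPY at EC10 then isoproterenol at EC100; 0% = low agonist plus stimulus and 100% = saturating agonist plus stimulus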
EP2 modulator: modulates human prostaglandin E2 receptor EP2 signaling; P43116; EP2-expressing cells, cAMP HTRF FRET, PGE2 co-stimulation; induction, % at 25 µM; hit rate 0.83% among 260,000; AID 940;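 active = compounds whose cAMP rise, as percent of the full-agonist control response, exceeds 60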;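 also: rat C6 glioma line stably carrying human EP2 under a CMV promoter; the protocol text gives 20 µM as final concentration; 100% = response of wells given 1 µM PGE2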
Target sequence (P43116 whole entry, looked up): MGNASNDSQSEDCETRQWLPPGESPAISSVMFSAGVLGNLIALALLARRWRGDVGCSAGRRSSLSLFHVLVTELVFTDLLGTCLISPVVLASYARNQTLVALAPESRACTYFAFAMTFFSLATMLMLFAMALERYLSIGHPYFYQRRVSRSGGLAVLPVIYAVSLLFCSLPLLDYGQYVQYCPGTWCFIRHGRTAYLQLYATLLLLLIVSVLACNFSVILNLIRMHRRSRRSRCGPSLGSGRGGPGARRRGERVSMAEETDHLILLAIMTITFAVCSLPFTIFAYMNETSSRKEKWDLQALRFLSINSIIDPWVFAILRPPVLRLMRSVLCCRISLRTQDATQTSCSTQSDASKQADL
NPY2 pot ag: potentiates or activates human NPY-Y2 receptor. P49146. cells expressing NPY-Y2, potentiator/agonist read-out. activation, % at 3.6 µM. hit rate 0.45% among 220,000. AID 1359; in the data active = activation above about 27%;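 also: cells stimulated with NPY near EC25 plus isoproterenol at EC100; 0% = vehicle plus submaximal agonist and 100% = vehicle plus saturating agonist; some results beyond the cut were filed as inactive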
S1P4 antagonist: blocks the human S1P4 receptor; S1P4-expressing cells, antagonist mode, reporter read-out; AID 1510; hit rate 0.26% among 220,000; inhibition, % at 4.98 µM; O95977; in the data active = inhibition above about 29%;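 also: 0% = wells stimulated with agonist and 100% = vehicle wells without agonist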
* = called active by the depositor; . = not tested or not shown.

SMILES | S1P4 agonist | zfTRPN1 agonist | CHOP inhibitor | NPY Y1 blocker | TRPML3 agonist | NPY-Y1 PAM-ag | EP2 modulator | NPY2 pot ag | S1P4 antagonist
COc1cccc(-c2ccc(C#N)c(SCC(=O)NCc3ccco3)n2)c1 | 0.9 | -1.2 | 0 | 3 | 1.4 | 6 | 10 | 0 | -10
CCOCCCNC(=O)/C(C#N)=C/c1cc(Br)c(O)c(Br)c1 | 1.9 | 2.8 | 34 | . | 1.7 | 13 | -26 | -1 | -2
COC(=O)CCN(c1ccccc1)S(=O)(=O)c1ccc(OC)cc1 | 1.9 | -0.2 | -36 | 16 | -0.3 | 2 | 15 | -3 | -1
COC(=O)C1=NN(N=O)C2(CC(=O)N(c3cc(C)cc(C)c3)C2=O)C1 (stereo not drawn) | 0.8 | 1.1 | -7 | 9 | 1.2 | 6 | -9 | 9 | -10
Cc1cc(Nc2ccc(F)cc2Cl)n2nc(C)nc2n1 | -1.0 | 1.9 | 37 | 0 | 0.0 | 14 | -8 | 4 | -12
O=C(c1ccccc1-c1nc(-c2ccccc2Cl)no1)N1CCOCC1 | -1.0 | 1.1 | 7 | . | -0.2 | 3 | -2 | 1 | -3
CCCC[n+]1ccn(C2=C([O-])c3ccccc3C(=O)/C2=N\S(=O)(=O)c2ccc(Br)cc2)c1 | 2.3 | -0.9 | -35 | 9 | 0.4 | -17 | -3 | -3 | 0
CCn1cc(CN2CCN(CCc3ccccc3)C(CCO)C2)c(C)n1 (stereo not drawn) | 0.6 | 0.2 | -2 | 1 | 1.2 | -3 | 8 | -3 | 12
CNC(=O)c1c(NC(=O)c2cc(-c3cc(C)c(C)cc3O)n[nH]2)sc2c1CCCC2 | 2.2 | 2.4 | 103* | . | 0.1 | 20 | 15 | -6 | -9
CCOc1ccc(NC(=O)CN(C)CC(=O)Nc2ccccc2SC)cc1OCC | -2.6 | -1.2 | -6 | 8 | -0.7 | 0 | -8 | -4 | -36
CC(C)c1ccc(S(=O)(=O)c2nnn3c2nc(N2CCCCC2)c2ccccc23)cc1 | 4.0 | 0.0 | 3 | 3 | 1.4 | -10 | 42 | -1 | 1
COC(=O)Cn1c(=NC(=O)CN2C(=O)CCC2=O)sc2cc(S(N)(=O)=O)ccc21 | 0.8 | 1.2 | 5 | 4 | -0.3 | -6 | -1 | 4 | -18
Cc1ccc(CC2SC(=Nc3ccccc3)N(c3ccccc3)C2=O)cc1 (stereo not drawn) | -0.1 | -2.0 | 58 | 2 | -1.1 | 1 | 37 | 1 | -20
COCCOC(=O)C1=C(C)NC2=C(C(=O)CC(c3cccs3)C2)C1c1ccsc1 (stereo not drawn) | 0.4 | 2.7 | 26 | -1 | -0.2 | -8 | 20 | 9 | -14
O=c1[nH]c2cc3c(cc2cc1CN(Cc1ccco1)C(=S)NCC1CCCO1)OCCO3 (stereo not drawn) | -1.8 | -0.9 | 9 | 3 | -0.6 | 11 | 6 | -8 | -11
CCN(CC)CCN1C(=O)c2oc3ccccc3c(=O)c2C1c1ccc(F)cc1 (stereo not drawn) | 3.7 | -0.1 | 23 | -3 | 0.1 | 1 | -14 | -1 | -9
CC12CN(C(=S)Nc3ccccc3)CC(C)(CN(C(=S)Nc3ccccc3)C1)C2=O | 1.1 | 0.6 | 30 | -1 | 0.8 | -4 | -2 | -9 | -8
Nc1nnc(SCC(=O)Nc2ccccc2N2CCOCC2)s1 | 2.0 | -0.4 | 3 | -4 | -0.4 | 1 | 10 | -2 | 3
Fc1ccc(CNc2nc(-c3ccccc3)nc3ccccc23)cc1 | -2.2 | 0.8 | 73* | 12 | -0.1 | -61 | 22 | -30 | -1
O=[N+]([O-])c1ccc(N/N=C2/CCCCC2c2ccccn2)c([N+](=O)[O-])c1 (stereo not drawn) | -1.6 | 1.0 | 80* | 0 | 0.5 | -1 | -4 | -1 | -7
CC(NC(=O)C1C2C=CC(C2)C1C(=O)O)c1ccccc1 (stereo not drawn) | -2.8 | 0.6 | 37 | -4 | 0.2 | 9 | 17 | 7 | -15
CN1/C(=C/C(=O)C2CC2)C(C)(C)c2ccccc21 | -1.2 | -1.6 | 29 | 4 | 0.1 | 19 | -55 | 12 | -5
COc1ccc2c(c1)C1NC(=S)NC(C)(O2)C1C(=O)Nc1ccc(C)cc1C (stereo not drawn) | 1.6 | -0.4 | 9 | 4 | 0.8 | 8 | 9 | 1 | -35
Nc1nc(-c2nonc2N)no1 | 0.5 | -0.5 | 5 | -1 | 1.0 | -4 | 20 | -4 | -30

Three entries out of the list, arranged by molar mass, smallest number first:
SMILES | S1P4 agonist | zfTRPN1 agonist | CHOP inhibitor | NPY Y1 blocker | TRPML3 agonist | NPY-Y1 PAM-ag | EP2 modulator | NPY2 pot ag | S1P4 antagonist
Cc1ccc(CC2SC(=Nc3ccccc3)N(c3ccccc3)C2=O)cc1 (stereo not drawn) | -0.1 | -2.0 | 58 | 2 | -1.1 | 1 | 37 | 1 | -20
COCCOC(=O)C1=C(C)NC2=C(C(=O)CC(c3cccs3)C2)C1c1ccsc1 (stereo not drawn) | 0.4 | 2.7 | 26 | -1 | -0.2 | -8 | 20 | 9 | -14
O=c1[nH]c2cc3c(cc2cc1CN(Cc1ccco1)C(=S)NCC1CCCO1)OCCO3 (stereo not drawn) | -1.8 | -0.9 | 9 | 3 | -0.6 | 11 | 6 | -8 | -11

(list continues)
SMILES | S1P4 agonist | zfTRPN1 agonist | CHOP inhibitor | NPY Y1 blocker | TRPML3 agonist | NPY-Y1 PAM-ag | EP2 modulator | NPY2 pot ag | S1P4 antagonist
COCCCNC(=O)CCc1nc(-c2ccccc2Cl)no1 | 0.6 | 0.3 | 46 | 6 | -0.4 | 18 | 12 | 4 | -14
CC(=O)Oc1ccc(C2C3=C(CC(C)(C)CC3=O)Nc3cc4c(cc32)OCCO4)cc1 (stereo not drawn) | 1.2 | 0.7 | 6 | 1 | 1.0 | 9 | -7 | -4 | -28
COc1cc(/C=N\Nc2nc3ccccc3[nH]2)cc(OC)c1OC | -0.5 | 1.7 | 6 | 2 | 0.3 | -20 | -75 | -5 | 4
Cn1cc(C(=O)NC2C3CC4CC(C3)CC2C4)cn1 (stereo not drawn) | 0.7 | -0.2 | 14 | 0 | 1.0 | -8 | 26 | -3 | -6
Cc1cc(C(=O)OCC(=O)Nc2cc(S(=O)(=O)N(C)C)ccc2C)c(C)o1 | -0.9 | -0.3 | 13 | 7 | -0.5 | -13 | -5 | -8 | -3
O=C(c1cc2nc(-c3ccco3)cc(C(F)(F)F)n2n1)N1CCCCCC1 | 4.1 | 1.9 | -3 | -2 | 2.8 | 2 | -5 | 15 | -12
Cc1cc(C(=O)OCC(=O)NCc2ccco2)c(C)n1-c1ccc(F)cc1 | -1.3 | -0.2 | . | 19 | -0.5 | 14 | 32 | -5 | -6
CCCCc1cc(=O)oc2cc(C)cc(OC(C)C(=O)O)c12 (stereo not drawn) | -2.1 | -0.1 | 28 | 2 | 0.6 | -2 | 25 | -2 | 1
CCOCCCNC(=O)C1CCC(CNS(=O)(=O)c2ccc(Cl)cc2)CC1 (stereo not drawn) | -0.3 | -1.3 | -12 | -1 | 0.6 | 37 | -20 | -3 | -20
COc1ccc(S(=O)(=O)N2CCOCC2)cc1NC(=O)CN1CCCCCC1 | 1.9 | 0.9 | -12 | 0 | 0.5 | 15 | -18 | 1 | 11
COc1cc(OC)c(NC(=O)CCNS(=O)(=O)c2cc(Br)cnc2N)cc1Cl | 0.5 | 0.7 | 19 | -4 | 0.1 | 20 | 6 | 48* | 0
NC[C@@H]1O[C@H](O[C@H]2[C@@H](O)[C@H](O[C@@H]3[C@@H](O)[C@H](N)C[C@H](N)[C@H]3O[C@H]3O[C@H](CO)[C@@H](O)[C@H](O)[C@H]3N)O[C@@H]2CO)[C@H](N)[C@@H](O)[C@@H]1O | 1.3 | 1.0 | 4 | -1 | 1.1 | 0 | . | 3 | -13
Cc1noc(C)c1CSc1nc2ccccc2c(=O)n1-c1ccc(Cl)cc1 | 1.5 | -2.8 | 59 | 28* | -0.6 | 10 | 71* | -5 | 8
Cc1ccc(S(=O)(=O)N(CC(=O)NC2CCCC2)c2cccc(C)c2)cc1 | 0.9 | -1.2 | 20 | 3 | 0.5 | 13 | 15 | 4 | 10
Cc1c(C(=O)N/N=C/c2ccc(N3CCOCC3)cc2)nc2ccccn12 | 1.5 | -0.7 | 2 | 2 | -0.4 | -3 | -45 | 7 | -1
COC(=O)C(CCSC)NC(=O)CNS(=O)(=O)c1ccc(F)cc1 (stereo not drawn) | -1.7 | 0.5 | -12 | -4 | -0.7 | 6 | 12 | -6 | -11
CC(C)OC(=O)NCCOC(=O)Nc1ccc(Cl)c(Cl)c1 | -0.5 | -1.3 | 34 | 2 | 0.1 | -27 | -65 | -15 | -27
C(=N/Nc1nccs1)/c1cccnc1 | 1.9 | -0.1 | -1 | -3 | 0.6 | 23 | -1 | 8 | 6
Cc1cc[n+](CCC(=O)O)c2ccccc12 | 0.1 | -0.4 | 3 | 2 | 0.6 | -10 | 13 | -16 | 9
CCOc1ccc(S(=O)(=O)Oc2ccc3ccccc3c2)cc1 | 0.0 | 0.8 | 13 | 12 | 0.3 | -40 | -88 | -19 | -8
CCOc1ccccc1-n1nnnc1SCC(=O)NC(=O)NCc1ccco1 | -0.7 | 0.3 | 19 | 0 | -0.6 | 5 | -7 | -4 | 14
COC(=O)c1ccc2c(c1)NC(=O)C(N1CCCC1)S2 (stereo not drawn) | 2.8 | 1.6 | 34 | -5 | 0.1 | 5 | 7 | 8 | -17
Cc1ccc(NC(=O)c2cnc(N3CCN(c4ccccn4)CC3)c3ccccc23)c(Br)c1 | 0.8 | 2.8 | 69 | 13 | 25* | -28 | 45 | 15 | 1
CC1(C)C(c2ccco2)=[N+]([O-])C2(CCCCC2=O)N1O (stereo not drawn) | -0.5 | 0.4 | -1 | -4 | 0.4 | 14 | 18 | 7 | -22
Cc1ccccc1OCCOc1ccccc1C=C(C#N)C#N | 0.8 | -1.3 | 15 | -8 | 0.2 | 26 | 12 | 22 | -13
COc1ccccc1C(=O)NC(CCSC)C(=O)OC(C)C(N)=O (stereo not drawn) | -0.1 | -0.7 | 7 | 9 | 0.1 | 8 | 37 | -12 | -30
S=C(Nc1ccccc1)Nc1cccc(Cl)c1Cl | -0.5 | -1.1 | -36 | 2 | 0.4 | 6 | -59 | 14 | -6
Cc1cccc(Nc2nc3c(s2)CCCC3)c1 | 1.0 | -0.2 | 2 | -1 | 0.4 | -12 | 11 | 6 | 3
CC(C)CNC(=S)Nc1ccc(Oc2ccccc2)cc1 | 2.7 | 1.5 | 30 | -11 | 4.1 | 34 | 1 | 18 | -2
COC(=O)c1c(NS(C)(=O)=O)sc2c1CCCC2 | -0.5 | -0.3 | 69 | 3 | 0.5 | 11 | 15 | 7 | -15
COc1cc2c(cc1OC)C(C1C(=O)CC(C)CC1=O)N(C(=O)CCl)CC2 (stereo not drawn) | -0.7 | 0.6 | -7 | 0 | 0.6 | -6 | 10 | -3 | -15
